# Vif-A3F inh – qHTS for Inhibitors of Vif-A3F Interactions: qHTS | AID 602313, 2012 | Potency, µM (top dose mostly 46.1 µM), without a hit: at the top dose activity, negative = active | HeLa A3F-eYFP + Vif (tagged APOBEC3F with the HIV-1 protein that degrades it), YFP fluorescence increase | 390,000 tested, 0.2% active; further: potency means the concentration at half of the fitted maximal effect; % of control where 0% means no effect; nearly all actives have a fitted effect of over 65% in size
#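 HeLa cells stably expressing A3F-eYFP plus Vif, plated and incubated overnight at 37 deg C, then exposed to compounds overnight at 37 deg C. Blocked degradation read as raised yellow fluorescence (Ex 488/Em 500-530).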
# mIDH1 inhibitor – qHTS for Inhibitors of mutant isocitrate dehydrogenase 1 (IDH1): qHTS | Potency, µM (highest dose often 76.6 µM), for inactives: top-dose activity change, negative = inhibition, usual class: inhibitors | 390,000 tested, 0.093% active | AID 602179, 2012 | IDH1-R132H enzyme, NADPH consumption, diaphorase/resazurin fluorescence; further: potency means the concentration at half of the fitted maximal effect; on the % scale 0 is the no-effect control and ±100 the full control effect; nearly all actives have a fitted effect of over 65% in size
# Target sequence (O75874 whole entry R132H, stated change not applied): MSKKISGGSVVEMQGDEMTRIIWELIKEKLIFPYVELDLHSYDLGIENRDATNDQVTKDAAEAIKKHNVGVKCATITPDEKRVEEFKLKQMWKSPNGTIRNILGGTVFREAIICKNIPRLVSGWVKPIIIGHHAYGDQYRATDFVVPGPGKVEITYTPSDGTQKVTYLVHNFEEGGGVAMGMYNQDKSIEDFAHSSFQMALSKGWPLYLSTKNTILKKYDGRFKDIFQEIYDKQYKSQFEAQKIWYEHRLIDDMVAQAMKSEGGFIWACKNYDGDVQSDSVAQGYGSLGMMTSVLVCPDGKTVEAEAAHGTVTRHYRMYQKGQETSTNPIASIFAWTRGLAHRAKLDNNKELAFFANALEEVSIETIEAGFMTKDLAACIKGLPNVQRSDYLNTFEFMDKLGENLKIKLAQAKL
#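 IDH1-R132H (0.5 ug/mL) preincubated 30 min with compound, then NADPH (0.016 mM) and alpha-KG (2 mM) added; 80 min at RT, pH 7.5. Remaining NADPH coupled via diaphorase/resazurin to fluorescence (540/590 nm); concentration-response curves normalized to no-enzyme control.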
# LDHA inh – qHTS assay for inhibitors of human lactate dehydrogenase; L-lactate dehydrogenase A chain (Homo sapiens), P00338; purified LDHA, NADH/diaphorase-resazurin fluorescence; hits give low values; activity change, % (values are at about 110 or 230 µM); 480,000 tested, 0.15% active; in the data active means activity change below about -30%; inconclusive means mostly about -25% to -30%;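 further: plate controls were DMSO wells for no effect and wells without enzyme for full effect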
#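 Human LDH5 at 2 nM final in Tris HCl pH 7.4 with 0.06 mM NADH and 0.2 mM pyruvate, reacted 5 minutes at room temperature. Remaining NADH coupled via diaphorase/resazurin; resorufin fluorescence read at 0 and 20 minutes, normalized to enzyme-free and DMSO wells.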
# USP1 inh – Inhibitors of USP1/UAF1: Primary Screen. Ubiquitin carboxyl-terminal hydrolase 1 (Homo sapiens), O94782. recombinant USP1/UAF1, Ub-Rhodamine cleavage fluorescence. Potency, µM (series often up to 57.1 µM), without a hit: at the highest dose activity change, negative = inhibition, usual class: inhibitors. 390,000 tested, 0.23% active; further: potency means the concentration at half of the fitted maximal effect; on the % scale 0 is the no-effect control and ±100 the full control effect; nearly all actives have a fitted effect of over 60% in size; inactives centre near -12
#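 USP1/UAF1 complex (1 nM) preincubated 15 min at room temperature with compound, then Ub-Rho substrate (150 nM final) added. Kinetic fluorescence at 480/540 nm over 6 reads at 60 s intervals; 50 mM HEPES pH 7.8, 0.5 mM EDTA, 0.1 mg/ml BSA, 1 mM TCEP, 0.01% Tween-20.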
# RGS4 inh – Inhibitors of Regulator of G Protein Signaling (RGS) 4: qHTS; Regulator of G-protein signaling 4 (Homo sapiens), P49798; Transcreener GDP fluorescence polarization, RGS4-accelerated GTP hydrolysis; Potency, µM (doses to about 114 µM), for inactives: at the highest dose activity change, negative = inhibition, usual class: inhibitors; 390,000 tested, 0.039% active; further: potency means the concentration at half of the fitted maximal effect; on the % scale 0 is the no-effect control and ±100 the full control effect; nearly all actives have a fitted effect of over 75% in size; some results filed as inactive show a strong effect at the top dose
# Target sequence (P49798 whole entry, looked up): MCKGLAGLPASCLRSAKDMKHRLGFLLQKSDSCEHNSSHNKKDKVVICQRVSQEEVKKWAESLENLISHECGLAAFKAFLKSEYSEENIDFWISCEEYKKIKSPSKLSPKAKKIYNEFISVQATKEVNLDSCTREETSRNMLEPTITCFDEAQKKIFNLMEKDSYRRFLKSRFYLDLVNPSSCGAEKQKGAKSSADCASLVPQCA
#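 MLSMR compounds (23 nl, pin-transferred) preincubated 10 min at room temperature with a 500nM (2x) first reagent, then RGS4 at 900nM (2x) plus Transcreener GDP mix added; fluorescence polarization (620/688 nm) read before and after 90 min at 30 °C.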
# TrxR1 inh – qHTS Assay for Inhibitors of Mammalian Selenoprotein Thioredoxin Reductase 1 (TrxR1): qHTS; recombinant rTrxR1, NADPH fluorescence consumption, selenite substrate; Thioredoxin reductase 1, cytoplasmic (Rattus norvegicus), O89049; 390,000 tested, 1% active; Potency, µM (doses to about 114 µM), inactives show top-dose activity change, negative = inhibition, actives largely listed as inhibitors; AID 588453, 2011; further: potency means the concentration at half of the fitted maximal effect; on the % scale 0 is the no-effect control and ±100 the full control effect; nearly all actives have a fitted effect of over 65% in size
#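 Rat TrxR1 (90 nM in the dispensed reagent) was pre-reduced with 400 uM NADPH for 5 min at room temperature, then incubated with compound for 15 min. After 400 uM selenite was added, NADPH fluorescence (Ex 340/Em 450 nm) was followed for 8 min.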
# GRP78 ERSR act – qHTS for Inducers of the Endoplasmic Reticulum Stress Response (ERSR) in Human Glioma: qHTS | Potency, µM, inactives show top-dose activation, most hits filed as activators | U87-MG GRP78 promoter luciferase reporter, 16 h | 420,000 tested, 0.02% active; further: potency means the concentration at half of the fitted maximal effect; series mostly up to about 76 µM; % of control where 0% means no effect; nearly all actives have a fitted effect of over 35% in size
#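 ERSR induction read as luciferase luminescence (Bright-Glo, 10 min at room temperature) in stably transfected human U87-MG glioma cells exposed to compounds for 16 h, using GRP78 as sensor.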
# Vif-APOBEC3G blk – qHTS for Inhibitors of Vif-A3G Interactions: qHTS | DNA dC->dU-editing enzyme APOBEC-3G (Homo sapiens), Q9HC16 | HeLa A3G-eYFP + Vif (tagged APOBEC3G with the HIV-1 protein that degrades it), YFP fluorescence, overnight | Potency, µM (top dose mostly 46.1 µM), inactives show at the highest dose activity, negative = active, actives largely listed as inhibitors | 410,000 tested, 0.076% active;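 further: potency means the concentration at half of the fitted maximal effect; on the % scale 0 is the no-effect control and ±100 the full control effect; nearly all actives have a fitted effect of over 60% in size; hits raise eYFP signal because A3G escapes Vif-driven loss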
# Target sequence (Q9HC16 whole entry, looked up): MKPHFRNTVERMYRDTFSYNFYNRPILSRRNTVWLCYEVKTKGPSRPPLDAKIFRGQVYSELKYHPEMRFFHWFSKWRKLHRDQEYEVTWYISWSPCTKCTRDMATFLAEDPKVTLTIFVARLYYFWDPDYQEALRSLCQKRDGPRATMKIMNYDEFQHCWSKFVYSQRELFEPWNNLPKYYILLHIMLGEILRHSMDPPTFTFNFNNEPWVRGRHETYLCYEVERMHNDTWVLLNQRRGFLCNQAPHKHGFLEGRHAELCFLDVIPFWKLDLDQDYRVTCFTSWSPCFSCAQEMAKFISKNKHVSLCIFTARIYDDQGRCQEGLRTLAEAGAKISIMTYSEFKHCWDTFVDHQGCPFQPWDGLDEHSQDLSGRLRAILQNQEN
#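 HeLa cells stably expressing Vif and C-terminally eYFP-tagged A3G, seeded overnight at 37 deg C, then exposed to compound by pintool overnight at 37 deg C. Rise in yellow fluorescence (Ex 488/Em 500-530, Acumen) marks blocked Vif-driven A3G degradation.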
# TrxR1 substrate – qHTS Assay for Substrates of Mammalian Selenoprotein Thioredoxin Reductase 1 (TrxR1): qHTS; Thioredoxin reductase 1, cytoplasmic (Rattus norvegicus), O89049; purified TrxR1 substrate turnover, NADPH consumption readout; Potency, µM (top dose mostly 114 µM), inactives show at the top dose activity change, negative = substrate turnover; 390,000 tested, 0.01% active; further: potency means the concentration at half of the fitted maximal effect; on the % scale 0 is the no-effect control and ±100 the full control effect; nearly all actives have a fitted effect of over 50% in size
#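 Rat TrxR1, dispensed at 90 nM, was prereduced with 400 uM NADPH (final) for 5 min at ~22 deg C, then incubated with compound 15 min before 400 uM selenite. A first-read NADPH fluorescence drop versus no-compound background flagged substrates.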
# * = called active by the depositor; ? = inconclusive; nt = no result given; & = joins results of further samples; [ ] = remark or other dose. Unless noted, the call rests on the fitted dose curve; in most records, active means well fitted curve in the direction sought with a large enough effect; inconclusive means small, poorly fitted or top-dose-only effect, or another doubt; inactive means no such curve, though single readings can be large; an effect the other way counts as inactive or inconclusive. These rows are one share of the data; rates above refer to the full screens.
SMILES,Vif-A3F inh,mIDH1 inhibitor,LDHA inh,USP1 inh,RGS4 inh,TrxR1 inh,GRP78 ERSR act,Vif-APOBEC3G blk,TrxR1 substrate
CC(=O)N1c2ccccc2CC1C(=O)N1CCN(c2ccccc2F)CC1 (stereo unspecified),4%,5%,-6,-4%,34%,17%[57.1 µM],-2%,3%,-1%[57.1 µM]
CN(C)S(=O)(=O)c1ccc(C(=O)OCC(=O)c2csc(N3CCCCC3)n2)cc1,-29%,1%,3,-17%,?,27%,-3%,2%,8%
O=C(CCc1nc2ccccc2[nH]1)NCc1ccc2c(c1)OCO2,-4%,12%,0,-16%,-4%,32%[57.1 µM],-6%,-3%,12%[57.1 µM]
Cc1nc(S(=O)(=O)NC2CCCCC2)c(C#N)c(C)c1Cl,5%,8%,-1,-18%,-10%[11.4 µM],10%,2%,7%,-4%
COc1ccccc1NC(=O)c1ccc2nc(N3C(=O)CCC3=O)sc2c1,1%,5%,-3,-23%,-36%,1%,-1%,-6%,-3%
CCC(CO)Oc1cc(NC(=O)c2cccc(F)c2)c2ncn(C(C)C)c2c1 (stereo unspecified),-1%,0%,16,-9%,2%,-2%,-3%,2%,-7%
O=C(Nc1ccc(S(=O)(=O)Nc2nccs2)cc1)c1ccc(=O)[nH]c1,-9%,1%,7,-16%,-8%,-4%[57.1 µM],2%,-3%,9%
O=C(Nc1ccc(Cl)cc1)c1ccc2nsnc2c1,-3%,10%,-8,-5%,-33%,20%,-1%,1%,3%[57.1 µM]
Cc1ccc(NC(=O)C(OC(=O)c2cnc(C)cn2)c2ccccc2)c([N+](=O)[O-])c1 (stereo unspecified),-4%,5%,2,-12%,-21%,12%,-1%,0%,0%
CCN(C(=O)Cn1c(=O)n(-c2ccccc2)c(=O)c2ccc(C(=O)NCc3ccc4c(c3)OCO4)cc21)c1cccc(C)c1,0%,18%,-1,-10%,21%,12%,-3%,1%,3%
CCOc1ccc(C2Nc3ccc4ccccc4c3-c3c2c(=O)oc2ccccc32)cc1 (stereo unspecified),-9%,1%,-9,-15%,-7%,11%,-2%,-1%,155%[activator]
O=C(O)C1CCCCC1C(=O)NCCCN1CCOCC1 (stereo unspecified),nt,14%,-5,-14%,14%,-25%,5%,1%,-1%
Cc1c(CC(=O)NCCC(=O)O)c(=O)oc2cc3oc4c(c3cc12)CCCC4,8%,3%,-3,-10%,-6%,7%,1%,0%,9%
COc1ccc(OCC(=O)N2CCN(C(=O)c3ccc(OC)cc3)CC2)cc1,-2%,26%,-9,-25%,-1%,7%,-2%,1%,1%
Cc1ccc(Cl)cc1NC(=O)CN1CCN(S(=O)(=O)N2CCOCC2)CC1,7%,4%,3,-19%,-23%,2%[57.1 µM],-2%,3%,1%[57.1 µM]
COC(=O)[C@@H](Cc1ccccc1)NC(=O)NCCc1ccccc1,1%,12%,-2,-17%,11%,8%,6%,-5%,4%
COc1cccc(-c2cc(C(=O)Nc3ccc(N(C)C(C)=O)cc3)c3cc(Br)ccc3n2)c1,0%,4%,-2,-9%,22%,15%,0%,-4%,-6%
CCOC(=O)c1cc(NC(=O)c2c(C)noc2C)cc(C(=O)OCC)c1,-8%,-1%,-2,-11%,-1%,8%,-2%,-1%,-2%
COc1ccc(S(=O)(=O)N2CCCCC2)cc1NC(=O)c1cc(C)on1,-3%,-9%,0,-13%,6%,7%,-4%,-1%,0%
Cc1cccc(N2CCN(S(=O)(=O)c3ccc4c(c3)CCCN4C(=O)C3CCC3)CC2C)c1 (stereo unspecified),2%&-4%,-7%&-3%,0&-5,-9%&-22%,11%[11.4 µM],11%,-4%&-5%,2%&1%,-1%
COc1cc(C(=O)O/N=C(\N)c2ccc([N+](=O)[O-])cc2)cc(OC)c1OC,0%,9%,-5,-7%,20%[11.4 µM],21%,6%,-1%,-4%
Cc1cc(C)n(S(=O)(=O)c2ccccc2)n1,7%,6%,-2,-10%,14%,18%,-4%,5%,0%
CC(C)(C)n1nnnc1C(c1cccs1)N1CCN(C(=O)c2ccco2)CC1 (stereo unspecified),-3%,7%,-4,-3%,20%,-2%[57.1 µM],-2%,1%,11%[57.1 µM]
COc1ccc(N(Cc2cc3cc(C)ccc3[nH]c2=O)C(C)=O)cc1,3%,-4%,-3,-20%,-25%,27%,2%,-4%,9%
CCn1c(SCC(=O)Nc2cc(C)on2)nnc1-c1ccc(C)cc1,0%,9%,0,?,2%,16%,-4%,4%,4%
O=C(CCn1ccc2ccccc21)NC1CCCc2ccccc21 (stereo unspecified),2%,1%,-5,-23%,-12%,-1%[57.1 µM],-5%,-13%,4%[57.1 µM]
COC(=O)c1sc(NC(=O)COc2ccccc2C)nc1C,1%,4%,-4,-13%,-9%,34%,-2%,-3%,10%
Cc1c(C(=O)N2CCCCC2)sc(N)c1C#N,-11%,2%,-3,-17%,16%,22%,-4%,0%,12%
CC(C)(C)OC(=O)NCCCCC1=CC2=CC(=O)C(C)(O)C(=O)C2=CO1 (stereo unspecified),2%,-2%,8,-26%,-7%,-15%[57.1 µM],-3%,2%,1%[57.1 µM]
Cc1cccc(C(=O)Nc2ccc(S(=O)(=O)N3CCC(c4nc5ccccc5s4)CC3)cc2)c1,8%,-13%,-7,-19%,19%,2%,2%,4%,-5%
O=C(NCCc1ccccc1)c1cc(Sc2cccc(Cl)c2)nc2ccccc12,2%,-11%,-7,-14%,8%,17%[57.1 µM],1%,-2%,2%[57.1 µM]
N=c1c2c3c(sc2nc2n1CCC2)CCCC3,2%,0%,1,-7%,12%,20%,-4%,0%,-3%
COc1ccc(C(=O)N/C(=C\c2cn(C)c3ccccc23)C(=O)OCC(C)C)cc1,-7%,-11%,-6,-12%,-5%,-8%,1%,3%,-1%
S=C(Nc1cccnc1)Nc1ccccc1Br,0%,1%,-4,-5%,-9%,?,-4%,2%,8%[57.1 µM]
O=Cc1cn(CC(=O)N2CCc3ccccc32)c2ccccc12,12%,4%,-3,-11%,0%,1%[57.1 µM],-4%,-2%,-2%
Cc1ccc(NC(=S)N/N=C/c2ccc(OCCC(C)C)cc2)c(C)c1,-5%,-5%,-9,-5%,5%,1%,4%,1%,-12%
COc1cccc(C(=O)NCCCNC(=O)c2ccco2)c1,-2%,-1%,-5,-23%,-1%,-3%,-2%,7%,-2%
COc1ccc(Nc2cc(C)nc(N3CCN(C(=O)c4ccc5c(c4)OCO5)CC3)n2)cc1,8%,7%,1,-19%,-34%,-19%,-2%,0%,-14%
CCOC(=O)C1CCCN(C2CCN(Cc3nc(Cc4ccccc4)no3)CC2)C1 (stereo unspecified),0%,5%,-3,-6%,19%,16%[57.1 µM],2%,-1%,-11%
CCn1c(C)nc2cc(C(=O)NNS(=O)(=O)c3c(F)cc(F)c(Cl)c3F)ccc21,10%,5%,3,-49%,-1%,4%[57.1 µM],-5%,-12%,4%[57.1 µM]
COC(=O)CSc1nc2sc3c(c2c(=O)[nH]1)CCC3,-9%,10%,-1,-9%,4%,6%,-3%,0%,5%
O=S(=O)(NCCc1nnc2ccc(SCc3ccc(C(F)(F)F)cc3)nn12)c1ccccc1,7%,-13%,3,-12%,2%,12%,5%,-3%,2%
C/C(=C/C(=O)NCc1ccccc1)C(=O)O,-7%,1%,1,-5%,-31%,-6%,-3%,1%,-6%
CC(C)Oc1ccc(CNC(=O)c2ccc(NC(=O)c3nsc4ccccc34)cc2)cc1,1%,-5%,-2,3%,23%,9%[57.1 µM],-6%,-1%,3%[57.1 µM]

# Random excerpt: 2 entries already listed
SMILES,Vif-A3F inh,mIDH1 inhibitor,LDHA inh,USP1 inh,RGS4 inh,TrxR1 inh,GRP78 ERSR act,Vif-APOBEC3G blk,TrxR1 substrate
Cc1c(CC(=O)NCCC(=O)O)c(=O)oc2cc3oc4c(c3cc12)CCCC4,8%,3%,-3,-10%,-6%,7%,1%,0%,9%
O=C(NCCc1ccccc1)c1cc(Sc2cccc(Cl)c2)nc2ccccc12,2%,-11%,-7,-14%,8%,17%[57.1 µM],1%,-2%,2%[57.1 µM]

# Compound activity (PubChem BioAssay)
